# High-throughput results as filed in PubChem BioAssay.
# TEAD-YAP block: TEAD-YAP interaction inhibition; HEK-TIYL cells, TEAD-Gal4/YAP UAS-luciferase luminescence; inhibition, % at 9.12 µM; 1.4% of 640,000 active; AID 1259422; in the data active = inhibition above about 32%;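 note: 0% = median of test compound wells and 100% = reference inhibitor wells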
# FBW7 act: activators of human E3 ligase FBW7 | 0.13% of 650,000 active | AID 1259310 | normalized activity (activation), % at 26.1 µM | AlphaScreen FBW7–phospho-cyclin E peptide binding, activator screen | Q969H0; in the data active = normalized activity above about 1.9%;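 note: purified mutant Fbw7 with reduced substrate affinity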
# MITF primary: blocks human microphthalmia-associated transcription factor; O75030; AlphaScreen MITF homodimerization, bead proximity signal; inhibition, % at 2.6 µM; 0.91% of 650,000 active; AID 1259374; in the data active = inhibition above about 50%;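 note: 0% = vehicle wells with protein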
# Target sequence (O75030 whole entry, looked up): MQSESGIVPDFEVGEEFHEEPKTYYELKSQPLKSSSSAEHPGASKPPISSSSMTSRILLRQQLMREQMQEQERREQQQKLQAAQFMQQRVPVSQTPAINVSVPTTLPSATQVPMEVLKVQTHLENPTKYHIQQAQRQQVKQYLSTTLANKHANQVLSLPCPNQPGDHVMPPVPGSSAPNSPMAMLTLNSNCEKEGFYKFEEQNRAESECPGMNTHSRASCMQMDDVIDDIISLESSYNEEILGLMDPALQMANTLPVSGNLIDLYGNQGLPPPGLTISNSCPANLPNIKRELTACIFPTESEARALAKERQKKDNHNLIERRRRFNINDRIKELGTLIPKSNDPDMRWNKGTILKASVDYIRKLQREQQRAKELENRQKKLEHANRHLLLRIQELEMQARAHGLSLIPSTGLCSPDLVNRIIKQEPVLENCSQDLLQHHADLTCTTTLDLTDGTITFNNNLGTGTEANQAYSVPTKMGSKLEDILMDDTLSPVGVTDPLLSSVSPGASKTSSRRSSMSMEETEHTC
# GPR151 ag: activators of human GPR151; PathHunter beta-arrestin GPR151 cells, luminescence; activation, % at 11.2 µM; 1% of 650,000 active; in the data active = activation above about 4.9%;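 note: 0% = median of compound wells and 100% = cells with positive control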
# Target sequence (Q8TDV0 whole entry, looked up): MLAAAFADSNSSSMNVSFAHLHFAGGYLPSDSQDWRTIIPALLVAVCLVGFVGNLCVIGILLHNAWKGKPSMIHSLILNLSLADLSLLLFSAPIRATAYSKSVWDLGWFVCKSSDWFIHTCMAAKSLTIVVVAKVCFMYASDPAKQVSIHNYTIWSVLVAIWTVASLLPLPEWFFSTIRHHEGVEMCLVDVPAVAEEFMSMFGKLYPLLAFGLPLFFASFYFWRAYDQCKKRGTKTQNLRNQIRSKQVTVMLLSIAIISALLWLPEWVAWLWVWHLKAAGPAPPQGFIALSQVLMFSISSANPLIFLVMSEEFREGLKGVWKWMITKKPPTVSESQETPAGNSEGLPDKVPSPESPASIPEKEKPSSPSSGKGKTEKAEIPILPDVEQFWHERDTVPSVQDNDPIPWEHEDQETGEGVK
# * = called active by the depositor.
Molecule	TEAD-YAP block	FBW7 act	MITF primary	GPR151 ag
CS(=O)(=O)c1ccc(N2CCCCC2)c(S(C)(=O)=O)c1	4.9	0.4	12.6	-0.3
CCOc1ccc(S(=O)(=O)NCCOC23CC4CC(CC(C4)C2)C3)cc1	-6.3	0.6	14.9	-1.6
COC(=O)c1cc(NC(=S)NC(=O)COc2ccc(C)cc2)cc(C(=O)OC)c1	2.5	-0.1	-7.8	-0.2
CC(C)CCC1(C2CCN(C(=O)c3ccc4ncccc4c3)CC2)NC(=O)NC1=O (stereo unspecified)	0.1	-0.1	-8.8	-1.0
CN(C)CCCNc1cc(C(F)(F)F)c(C#N)c2nc3ccccc3n12	-11.5	0.9	-1.4	-1.2
O=C(O)/C=C/C(=O)Nc1ccc(NC(=O)c2ccccc2)c(Cl)c1	-2.6	0.1	11.9	-0.6
Cc1cccc(NC(=O)CCC2CCN(C(=O)CCOc3ccccc3)CC2)c1	-7.2	0.0	1.9	-1.2
CC(=O)c1cccc(-c2ccc(OCCN3CCCCC3)nc2)c1	-2.9	0.0	4.8	0.0
CCSCCOC(=O)C1=C(C)N(C)C(=O)NC1c1ccc(OC)cc1 (stereo unspecified)	1.4	-0.1	-6.0	-0.5
COC(C(=O)N/N=C/c1ccc(Cl)cc1Cl)c1ccccc1 (stereo unspecified)	6.2	0.1	4.7	-0.2
O=[N+]([O-])c1ccc(NCCOc2ccc(Cl)cc2)cc1NCCOc1ccccc1	-6.8	-0.2	-25.3	-0.6
O=C(NCc1cccnc1)c1ccc(N2CCC(NC3CCOC3)CC2)cc1 (stereo unspecified)	1.4	0.1	7.3	-0.9
Cc1cccc2nc(O)cc(=O)n12	-10.5	-0.1	-3.6	-0.4
Cc1ccc(NS(=O)(=O)c2ccc(-n3cccn3)cc2)cc1F	5.8	0.1	1.9	0.2
O=C(COc1ccccc1)Nc1nc2ccccc2[nH]1	-44.4	0.0	11.7	-0.6
CC1CCCCN1Cc1nc2c(c(=O)n(C)c(=O)n2C)n1Cc1ccccc1F (stereo unspecified)	15.4	0.1	14.6	0.9
CCOC(=O)c1c(NC(=O)C(C(F)(F)F)C(F)(F)F)sc(CC)c1-c1ccccc1	-0.4	0.5	-6.1	-0.7
Cn1ccnc1SCC(=O)Nc1ccc(Cl)cc1F	-10.4	0.0	14.2	-0.1
CCC(C(=O)Nc1c(C(N)=O)oc2ccccc12)c1ccccc1 (stereo unspecified)	8.3	0.1	-0.3	-1.7
COc1cc2c(cc1NC(=O)c1ccccc1F)oc1ccccc12	-7.6	0.0	7.6	1.2
FC(F)(F)c1ccccc1NC(=S)N1CCC2(CC1)OCCO2	5.2	0.1	-2.6	0.6
O=C1CCCN1CC1CCCN(c2nc3nonc3nc2N2CCCCCC2)C1 (stereo unspecified)	4.8	0.1	7.4	-1.3
Cc1nc(-c2cc3cc(Cl)ccc3oc2=O)cc2c1c(=O)oc1ccc(Cl)cc12	5.2	0.5	19.2	-1.7
CCOC(=O)c1ccc(NC(=O)c2c(O)c3c([nH]c2=O)CCCC3)cc1	10.1	-0.1	8.8	0.2
O=C(O)[C@@H]1CCCN1C(=O)c1ccccc1F	-1.4	0.1	-0.9	0.2
CCOC(=O)c1c(NC(=O)c2c(OC)cccc2OC)sc2c1CCC2	-2.5	0.1	-7.8	-0.3
O=C1C2C3c4ccccc4C(c4ccccc43)C2C(=O)N1CNc1ccccc1 (stereo unspecified)	-3.6	-0.2	-9.8	1.5
Cc1ccccc1CN1CCN(CC(=O)NCCCSC2CCCCC2)C1=O	5.8	0.0	3.1	2.7
COc1ccc(S(=O)(=O)Nc2cccc(C(F)(F)F)c2)cc1OC	7.1	-0.2	-0.5	1.3
O=C1N/C(=C/c2ccc(-c3ccc(Br)cc3)o2)C(=O)N1Cc1ccc(Cl)cc1	1.9	0.1	4.4	-1.1

# Quoted at random: 4 compounds from above
Molecule	TEAD-YAP block	FBW7 act	MITF primary	GPR151 ag
COC(=O)c1cc(NC(=S)NC(=O)COc2ccc(C)cc2)cc(C(=O)OC)c1	2.5	-0.1	-7.8	-0.2
FC(F)(F)c1ccccc1NC(=S)N1CCC2(CC1)OCCO2	5.2	0.1	-2.6	0.6
Cc1cccc2nc(O)cc(=O)n12	-10.5	-0.1	-3.6	-0.4
Cc1nc(-c2cc3cc(Cl)ccc3oc2=O)cc2c1c(=O)oc1ccc(Cl)cc12	5.2	0.5	19.2	-1.7

# Continuation:
Molecule	TEAD-YAP block	FBW7 act	MITF primary	GPR151 ag
O=C(Nc1ccc2oc(-c3ccc(Cl)c(Cl)c3)nc2c1)c1cc2ccccc2o1	7.3	0.2	14.9	0.8
COC(=O)c1ccccc1S(=O)(=O)N1CCN(S(=O)(=O)c2cccs2)CC1	-9.8	-0.1	0.3	1.5
O=C(Nc1cccc(-c2nc3ccccc3o2)c1)c1cccc(I)c1	-0.4	-0.1	1.6	-1.0
COc1ccc2c(c1)C(C)(Cc1cccc(C#N)c1)C(=O)N2 (stereo unspecified)	-10.0	-0.1	-6.0	1.4
Cc1nc2ccccn2c1C(=O)N(C)C(C)C	-2.8	-0.1	-8.8	-0.4
O=C(N/N=C/c1sc(=O)[nH]c1-[n+]1cccc(Cc2ccccc2)c1)c1ccncc1	-0.8	-0.1	13.9	3.5
COC(=O)C1=CN(C2CCCCC2)C=C(C(=O)OC)C1c1ccc(Br)cc1	2.9	0.0	9.5	2.3
COC(=O)C1CC(=O)N(Cc2ccc3ccccc3c2)C12CCN(CC(C)C)CC2 (stereo unspecified)	9.0	1.1	-3.4	-0.8
OC1CCCN(c2nc3nonc3nc2NC2CCCC2)C1 (stereo unspecified)	-16.4	-0.1	5.1	0.0
N#Cc1cc2c(=O)n3ccccc3nc2n(-c2cccc(Cl)c2)c1=O	2.8	0.1	6.0	0.3
O=C(NCC(c1ccco1)S(=O)(=O)c1ccc(F)cc1)Oc1ccccc1 (stereo unspecified)	10.1	0.1	12.9	0.2
Cc1ccc(NC(=O)CNC2CCS(=O)(=O)C2)cc1C (stereo unspecified)	10.9	-0.1	-4.3	0.1
c1coc(-c2ccccc2CN2CCc3nnc(C4CCCO4)n3CC2)c1 (stereo unspecified)	-1.9	0.2	7.6	2.3
CC(C)c1ccc(NC(=O)CSc2nnnn2-c2ccccc2)cc1	14.8	0.2	10.9	-0.3
CCOC(=O)c1c(C)n(-c2ccccc2)c2c1cc(OC(=O)Cc1ccccc1)c1ccccc12	6.8	0.2	6.9	1.8
Cc1cc(C)c2c3ccccc3n(C)c2n1	-2.6	0.7	19.7	-0.4
O=C(Cn1ncc2c1-c1ccccc1OC2)NCCN(Cc1ccco1)C1CCCC1	-3.5	0.0	-8.3	-0.3
COc1cc(-c2cc(C(=O)O)c3c(-c4ccc([N+](=O)[O-])cc4)[nH]nc3n2)ccc1O	2.5	0.0	-3.0	2.0
O=C(NNC(=O)c1cc2cc(Br)ccc2oc1=O)c1ccc(Cl)cc1	-3.7	0.0	9.9	-1.2
O=c1oc2ccc3ccccc3c2cc1-c1csc(Nc2cccc(F)c2)n1	2.6	-0.1	-4.0	-1.5
O=C(c1cnn(-c2ccccc2)n1)N1CCC(Cn2cnc3ccccc32)CC1	7.9	-0.4	57.7*	0.6
Cc1ccc(CNc2nc(CN(C)Cc3ccon3)nc3ccccc23)cc1	6.2	-0.1	3.6	-0.2
Cc1nnc(COn2nnc3ccc([N+](=O)[O-])cc32)o1	13.4	0.0	9.1	-0.5
COc1cc(-c2nc(NCc3ccccc3Cl)c3ccccc3n2)cc(OC)c1OC	4.3	0.0	11.4	-1.1
COc1cc2c(cc1OC)C(COc1ccc(C(C)C)cc1)N(C(=O)c1ccc(S(=O)(=O)N3CCCC3)cc1)CC2 (stereo unspecified)	11.3	0.2	11.6	0.5
CC1=C(CCN2CCc3nnc(CCNC(=O)C4CCC4)n3CC2)C(C)(C)CCC1	9.1	0.1	13.6	-1.4
CCCn1cc(S(=O)(=O)c2ccccc2)c(=O)c2cc(C)ccc21	6.7	0.0	15.2	1.8
COCCNC(=O)/C(C#N)=C/c1cn(CCOc2ccccc2)c2ccccc12	2.1	-0.4	-6.4	0.3
Cc1csc(NC(=O)COc2ccc3c4c(c(=O)oc3c2)CCC4)n1	-10.7	-0.1	-3.9	-0.3
CCSc1nc2sc3c(c2c(=O)n1-c1ccc(C)cc1)CCCCC3	11.6	0.6	4.7	-1.0
Cc1cc(C)cc(NC(=O)CCCCCN2C(=O)c3cccc([N+](=O)[O-])c3C2=O)c1	8.3	-0.1	2.6	-0.5
Cc1nc(NC(=O)c2ccccc2)sc1-c1csc(N)n1	-18.3	-0.4	3.9	-2.8
O=C(c1ccc(Cl)cc1)C(C(=O)C(F)(F)F)C12CC3CC(CC(C3)C1)C2 (stereo unspecified)	-0.1	0.0	13.7	1.5
CCCC(=O)c1cc(F)c(N2CCN(C(C)=O)CC2)cc1C	3.4	-0.2	-1.6	-1.1
COC(=O)C(C)NS(=O)(=O)c1ccc(NC(C)=O)cc1 (stereo unspecified)	6.5	0.2	15.2	-1.1
CCN(CC)c1ccc(C=NCCN2CCOCC2)cc1	6.1	0.1	-8.1	2.0
Cc1ccc(NC(=O)c2cnc(SCC(=O)N3CCCC3)n(C)c2=O)cc1	-9.4	0.1	13.7	-4.1
COc1ccc(OCCCC(=O)NC2CCCCC2)cc1	0.1	-0.2	-1.0	-1.4
Cc1ccc(S(=O)(=O)N2CCCC2CNC(=O)C(=O)NCc2cccs2)cc1 (stereo unspecified)	5.9	0.2	5.3	0.8
Cc1ccc(NC(=O)c2sc(C(=O)Nc3ccc(C)cc3)c(-c3ccccc3)c2-c2ccccc2)cc1	13.8	-0.1	0.7	-0.4
CCOc1ccc(/C=N/NC(=O)C(C)Oc2ccc(Cl)cc2)cc1OC (stereo unspecified)	-3.8	0.0	3.5	3.3
CCCCN(C)C(=O)CC1C(=O)NCCN1Cc1cccc(F)c1 (stereo unspecified)	-14.2	-0.2	3.6	-1.8
CCCCN(C(=S)Nc1ccc(OCC)cc1)C1CCN(C(C)=O)CC1	-18.5	0.1	-1.2	1.3
CCOC(=O)CC(C#N)(CC(=O)OCC)c1nc2ccccc2n1C	-7.3	0.1	18.2	-1.2
Cc1csc(NC(=O)Nc2ccccc2[N+](=O)[O-])n1	-47.4	-0.1	19.6	-7.6
O=C(Nc1ccc(-c2nc3ncccc3o2)cc1)c1ccc2c3c(cccc13)CC2	-8.8	1.2	10.4	-1.4
COc1ccc(-c2cc(NC3CC3)nc(N)n2)cc1	-46.9	0.0	-7.7	0.2
COCCNC(=O)c1ccc(Cl)c(S(=O)(=O)Nc2ccc(C)c(C)c2)c1	5.3	-0.1	6.5	2.3
CC[C@H](Cn1nnc2ccccc2c1=O)NC(=O)C1CC1	-3.6	0.1	10.6	-1.1
COc1cccc(NC(=O)CSc2nc(O)cc(=O)n2-c2ccccc2)c1	2.6	-0.1	0.8	2.4
COCc1nnc(NC(=O)C=C(C)C)s1	-15.1	-0.4	11.9	-0.9
COc1ccc(C)c2sc(N(Cc3ccncc3)C(=O)c3ccc(Br)s3)nc12	9.2	0.2	-8.1	-0.2
COc1cccc(C(=O)Nc2c3c(nn2-c2cc(C)cc(C)c2)CSC3)c1OC	-8.1	0.1	-0.7	0.5
CCOC(=O)C(C)Oc1cc2oc(=O)cc(C)c2cc1CC (stereo unspecified)	-9.2	0.2	-12.6	-1.3
CCOc1ncccc1C(=O)OC(C)C(=O)Nc1ccc(Cl)cn1 (stereo unspecified)	13.1	0.0	5.7	-1.2
COCCN(C(=S)Nc1ccc(Oc2ccccc2)cc1)C1CCN(C(C)=O)CC1	-6.7	-0.1	3.5	0.7
Cc1cc2[nH]c(=O)c(=O)[nH]c2cc1S(=O)(=O)N1CCCCCC1	7.7	0.2	6.9	-1.6
O=C(Nc1ccccc1)C1CCCN(c2c3c(nc4ncnn24)CCC3)C1 (stereo unspecified)	8.7	0.2	8.7	-0.3
COc1ccc(CN2CCOc3ccc(CN4C[C@@H](C)O[C@@H](C)C4)cc3C2)c(OC)c1	7.1	0.0	-10.8	-0.1
O=[N+]([O-])c1ccccc1S(=O)(=O)N1CCSCC1	0.3	-0.1	18.1	0.2

# Further entries
Molecule	TEAD-YAP block	FBW7 act	MITF primary	GPR151 ag
CC1C(=O)NCCN1C(=O)Cc1ccc2c(c1)OCO2 (stereo unspecified)	-1.1	0.5	12.2	-0.4
O=C(Nc1nc2c(s1)CCCC2)c1cc2ccccc2o1	-82.0	0.5	12.9	-0.6
CC1=C(C(=O)OC(C)C)C(c2ccc(C(C)(C)C)cc2)NC(=O)N1 (stereo unspecified)	-10.1	-0.1	3.0	4.5
O=[N+]([O-])c1ccc(N=C(c2ccc([N+](=O)[O-])cc2)N2CCOCC2)cc1	-6.4	-0.2	14.4	-1.5
Cn1nc(-c2ccccc2)cc1C(=O)N1CCN(c2ccccn2)CC1	-4.4	-0.2	-3.4	0.4
CCN(CC)C(=O)C1CCCN(c2cc(NCc3ccccc3)ncn2)C1 (stereo unspecified)	-14.4	0.1	6.4	0.4
CCC(C)C(=O)NCc1nnc2n1CCN(Cc1ccc3ccccc3c1)CC2 (stereo unspecified)	14.7	0.1	22.1	-0.2
Cc1cc(C)c(NC(=O)CSC2=C(C#N)C(c3ccco3)C3=C(CCCC3=O)N2)c(C)c1 (stereo unspecified)	-6.5	0.1	-24.5	-0.1
